Bioassay records as filed in PubChem BioAssay.
Tau fibril ThT: tau fibrillization inhibition (ThT binding); P10636; recombinant tau K18 P301L (four-repeat tau fragment), heparin-induced fibrillization, ThT fluorescence; Potency, µM (series often up to 57.4 µM), for inactives: at the top dose activity, negative = inhibition, most hits filed as inhibitors; 270,000 tested, 2.1% active; also: nearly all actives have a fitted effect of over 55% in size
Target sequence (P10636 561-689 P618L limits assumed): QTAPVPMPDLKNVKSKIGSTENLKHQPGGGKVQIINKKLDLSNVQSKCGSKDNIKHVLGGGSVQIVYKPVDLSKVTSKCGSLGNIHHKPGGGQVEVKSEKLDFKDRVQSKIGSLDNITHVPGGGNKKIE
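Tau K18 P301L fragment (15 uM unlabeled plus 0.24 uM Alexa 594-labeled) in 100 mM sodium acetate pH 7 with compound, fibrillization induced by 20 uM heparin for 6 hr at 37 C. Thioflavin T (30 uM) added, fluorescence read after 1 hr (ex 450, em 510 nm).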
TR SRC2 fluor cs: Texas Red fluorescence interference in TRb-SRC2 counter-screen | TRb/SRC2 Texas Red total fluorescence interference | Potency, µM (titrated, usually from 106 µM), for the others: top-dose fluorescence change, negative = quenching | 280,000 tested, 0.29% active; active = well fitted curve in either direction with a large enough effect; inconclusive = small, poorly fitted or top-dose-only effect
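Human TRb ligand-binding domain at 0.6 uM with 20 nM Texas Red SRC2 peptide in Tris buffer containing 1 uM T3 and 5% DMSO, incubated with compound 5 h at ambient temperature. Total fluorescence (555/632 nm) calculated as parallel + 2 × perpendicular.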
GoLoco inh red: RGS12 GoLoco-Gai1 interaction inhibition; Gai1:RGS12 GoLoco peptide FP, rhodamine, 10 min; Potency, µM (top dose mostly 61.6 µM), inactives show top-dose activity, negative = inhibition, hits mostly inhibitors; 230,000 tested, 0.44% active; AID 880; active = well fitted inhibition curve with a large enough effect, not every such curve was filed as active; inactive = no such curve, though single readings can be large or run the other way; also: nearly all actives have a fitted effect of over 30% in size; many of its hits are not listed in these tables
Target sequence (P63096 whole entry, looked up): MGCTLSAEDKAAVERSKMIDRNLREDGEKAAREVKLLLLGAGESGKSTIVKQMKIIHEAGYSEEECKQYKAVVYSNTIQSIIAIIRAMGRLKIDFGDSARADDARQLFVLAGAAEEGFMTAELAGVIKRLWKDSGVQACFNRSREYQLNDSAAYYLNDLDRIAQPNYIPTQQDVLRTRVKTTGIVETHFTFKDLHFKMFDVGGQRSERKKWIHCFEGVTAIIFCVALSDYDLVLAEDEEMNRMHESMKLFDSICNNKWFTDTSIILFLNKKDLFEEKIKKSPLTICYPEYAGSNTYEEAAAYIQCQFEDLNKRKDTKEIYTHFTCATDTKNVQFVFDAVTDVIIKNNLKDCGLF
L3MBTL1 inh: blocks human L3MBTL1. AID 485360. 230,000 tested, 0.66% active. Q9Y468. Potency, µM (series often up to 57.1 µM), without a hit: at the highest dose activity, negative = inhibition, actives largely listed as inhibitors. AlphaScreen L3MBTL1–H3K9me1 peptide binding; also: nearly all actives have a fitted effect of over 60% in size
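L3MBTL1 (50 nM) pre-complexed 30 min with biotinylated H3(1-15)K9me1 peptide (75 nM), then compounds added for 30 min at room temperature; AlphaScreen streptavidin donor/nickel chelate acceptor beads (10 ug/mL final) read after 30 min dark incubation.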
Tau FP inhib: inhibitors of human tau fibril formation; AID 1468; K18 P301L tau heparin fibrillization, Alexa594 FP, 6 h; 280,000 tested, 0.39% active; P10636; Potency, µM (titrated, usually from 57.7 µM), inactives show at the highest dose activity, negative = inhibition, usual class: inhibitors; also: nearly all actives have a fitted effect of over 55% in size
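Recombinant K18 P301L […], labeled with Alexa 594 at 0.24 uM over 15 uM unlabeled; heparin inducer 20 uM final; 37 C, 6 hr; FP endpoint.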
TRb SRC2 PPI: inhibitors of human thyroid hormone receptor beta-SRC2 interaction; P10828; TRbeta-SRC2 peptide binding, fluorescence polarization; receptor liganded with 1 µM T3; Potency, µM (doses to about 106 µM), for inactives: top-dose activity change, negative = inhibition, hits mostly inhibitors; 280,000 tested, 0.065% active;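 also: plate controls were bound peptide for no effect and peptide without receptor for full effect; nearly all actives have a fitted effect of over 50% in size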
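Compounds were added to 0.6 uM TRb ligand-binding domain and 20 nM Texas Red-labeled SRC2 peptide in Tris buffer containing 1 uM T3, incubated 5 hr at ambient temperature, then read by fluorescence polarization.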
RECQ1 inh: blocks DNA unwinding by human RECQ1. 240,000 tested, 0.54% active. AID 2549. Potency, µM (doses to about 57.3 µM), for inactives: at the highest dose activity, negative = inhibition, hits mostly inhibitors. RECQ1 DNA unwinding, red fluorescence kinetic read. P46063;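 also: plate controls were vehicle for no effect and no enzyme for full effect; nearly all actives have a fitted effect of over 30% in size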
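RECQ1T1 50 nM; forked duplex (20 bp + 30-nt ss tails) 200 nM, ATP 2 mM final; pH 8.0, 2 mM MgCl2, 2.5 ug/ml poly(dI-dC); 15 min compound preincubation; discontinuous kinetic read over 2 h at RT.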
KDM4E inh: inhibitors of human JMJD2E histone demethylase; B2RXH2; Potency, µM (top dose mostly 57.1 µM), without a hit: at the highest dose activity change, negative = inhibition, usual class: inhibitors; AID 2147; JMJD2E catalytic domain, FDH-coupled NADH fluorescence (FDH is formaldehyde dehydrogenase); 230,000 tested, 1.6% active; active = well fitted inhibition curve with a large enough effect, not every such curve was filed as active; inconclusive = small, poorly fitted or top-dose-only effect, or another doubt; inactive = no such curve, though single readings can be large or run the other way;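 also: 0% = wells with enzyme and -100% = buffer wells without enzyme; nearly all actives have a fitted effect of over 50% in size; many of its hits are not listed in these tables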
Target sequence (B2RXH2 1-337 limits assumed): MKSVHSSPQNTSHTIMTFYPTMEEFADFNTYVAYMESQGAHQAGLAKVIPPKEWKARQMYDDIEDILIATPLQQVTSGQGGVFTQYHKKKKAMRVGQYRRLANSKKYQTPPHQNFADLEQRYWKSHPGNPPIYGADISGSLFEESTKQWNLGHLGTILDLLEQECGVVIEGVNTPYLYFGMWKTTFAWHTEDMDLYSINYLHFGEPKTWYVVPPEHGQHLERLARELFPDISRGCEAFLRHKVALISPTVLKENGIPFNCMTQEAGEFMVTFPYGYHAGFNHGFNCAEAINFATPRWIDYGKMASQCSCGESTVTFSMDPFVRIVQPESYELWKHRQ
* = called active by the depositor; i = inactive; u = inconclusive; x = not tested or not shown; [ ] = another dose, or the depositor's remark. Unless noted, calls follow the shape of the dose curve; as a rule, active = well fitted curve in the direction sought with a large enough effect; inconclusive = small, poorly fitted or top-dose-only effect, or another doubt; inactive = no such curve, though single readings can be large; an effect the other way counts as inactive or inconclusive. Unless noted, % is scaled to controls: 0 for no effect and ±100 for the full control effect; potency is read from the fitted curve at half-maximal effect. The list is partial. The share of hits here may be higher or lower than overall.

The opening 2 entries as a preview:
The line under a structure holds: Tau fibril ThT, L3MBTL1 inh, Tau FP inhib, GoLoco inh red, TR SRC2 fluor cs, RECQ1 inh, KDM4E inh, TRb SRC2 PPI
1	CC1(C)Cc2noc(N)c2C(C)(C)N1OC(=O)c1cccs1
→ -10%, -8%, -2%, 3%, 1%, -1%, 1%, 1%
2	Cc1[nH]c2ccc(OC(=O)N3CCOCC3)cc2c1C(=O)OC(C)C
→ -17%, x, -7%, 3%, 1%, -2%, -2%, -4%

The list itself (from the top)
The line under a structure holds: Tau fibril ThT, L3MBTL1 inh, Tau FP inhib, GoLoco inh red, TR SRC2 fluor cs, RECQ1 inh, KDM4E inh, TRb SRC2 PPI
1	CC1(C)Cc2noc(N)c2C(C)(C)N1OC(=O)c1cccs1
→ -10%, -8%, -2%, 3%, 1%, -1%, 1%, 1%
2	Cc1[nH]c2ccc(OC(=O)N3CCOCC3)cc2c1C(=O)OC(C)C
→ -17%, x, -7%, 3%, 1%, -2%, -2%, -4%
3	COC(=O)c1ccc(N)nc1
→ 1%, 6%, 2%, 5%, -1%, i, -2%, 0%
4	CSc1ccc(CCNC(=O)c2cc(C)nn2-c2ccccc2)cc1
→ x, x, 2%, 2%, 2%, -22%, 5%, -2%
5	COc1ccccc1NC(=O)CSc1nnc(NC(=O)Nc2ccc(C)cc2)s1
→ 3%, x, 16µM*, x, 0%, x, x, -9%
6	O=S1(=O)N=C(Nc2nncs2)c2ccccc21
→ u, x, u, -6%, -1%, i, u, 0%
7	COc1ccc(-c2nnc(N3CCC(C)CC3)c3ccccc23)cc1
→ -10%, 5%, 2%, -6%, -3%, 0%, 10%, 0%
8	CCOc1ccccc1CNCc1c(C(=O)O)c(C)n(Cc2ccc(C)cc2)c1C
→ 9%, x, 5%, x, -3%, x, x, -8%
9	Cc1cccc(CNC(=O)c2cc3cc(S(=O)(=O)N4CCCCC4)ccc3n2C)c1
→ u, x, 8%, x, 1%, x, x, -1%
10	Cc1cccc(N2CCN(C(=O)CCc3c(C)nc4c(c3C)c(=O)n(C)c(=O)n4C)CC2)c1C
→ -13%, x, 5%, x, -18%, x, x, 2%
11	O=C(C1CCC(CNc2c(N3CCCCC3)c(=O)c2=O)CC1)N1CCCCC1 (centres undefined)
→ 1%, x, -4%, -1%, 2%, -13%, 9%, 6%
12	COC(=O)c1c(NC(=O)c2ccc(C(C)(C)C)cc2)sc2c1CCC(C)C2 (centres undefined)
→ -6%, x, -9%, x, 4%, x, x, -3%
13	COc1nc(NCc2ccco2)nc(N2CCC(C)CC2)n1
→ -8%, -7%, 5%, 1%, -1%, i, -9%, 0%
14	CNS(=O)(=O)c1cc2c3c(cccc3c1)C(=O)NC2=O
→ -1%, x, 2%, -33%, 2%, -6%, 0%, 7%
15	O=S(=O)(c1ccccc1)c1nnn2c1nc(NC1CCCCC1)c1sccc12
→ 11%, x, -9%, x, -1%, x, x, -1%
16	Cc1cccc(CN2CCC(CNC(=O)Cn3ncc4c([nH]c5ccc(C)cc54)c3=O)CC2)c1
→ -5%, x, -5%, x, u, x, x, -21%
17	Cn1c(SCC(=O)Nc2ccc3[nH]c(=O)[nH]c3c2)nnc1-c1ccc(F)cc1
→ u, x, -2%, 8%, 2%, 2%, -1%, 2%
18	CCOC(=O)C1CCN(C(=O)Cc2ccc(C)cc2)CC1
→ -18%, x, 4%, 4%, 1%, -2%, 7%, 3%
19	COC(=O)c1sccc1S(=O)(=O)N(CC(=O)NCc1ccccc1)c1ccc(C)c(C)c1
→ 2%, x, 8%, x, -5%, x, x, -2%
20	CCC(C)NC(=O)C1CCN(c2nc(OC)nc(OC)n2)CC1 (centres undefined)
→ -3%, -2%, 1%, -1%, 1%, -3%, -10%, -11%
21	O=c1cc(O)c(-c2cccc(C(F)(F)F)c2)c(Cl)[nH]1
→ 3%, -20%, u, -2%, -1%, -5%, 0%, 8%
22	CCOc1ccc(N2C(=O)C(CC(=O)Nc3ccc(F)cc3)N(Cc3ccccn3)C2=S)cc1 (centres undefined)
→ -15%, x, u, 2%, -3%, -17%, -8%, 3%
23	CCOC(=O)C1(C(C)C)Oc2ccccc2C(c2ccc(OC)cc2)=C1C(=O)OC (centres undefined)
→ u, x, 2%[81.3 µM], -29%, -31%, i, x, -3%
24	CCOc1ccc(C(=O)NC(=S)NCc2cccnc2)cc1
→ -2%, 7%, 2%, 3%, -1%[53 µM], -1%, 7%, -2%[53 µM]
25	Cc1[nH]c2ccccc2c1C(=O)C(=O)NC1CC(=O)N(c2ccccc2)C1 (centres undefined)
→ -6%, x, -12%, x, -1%, x, x, 3%
26	O=C(NC1(C(F)(F)F)C(=O)Nc2c1c(=O)[nH]c(=O)n2-c1ccccc1)c1ccccc1 (centres undefined)
→ 2%, x, -4%, x, u, x, x, -4%
27	CC(C)CN(C(=O)COC(=O)CCN1C(=O)c2ccccc2C1=O)C1CCS(=O)(=O)C1 (centres undefined)
→ -8%, 1%, -12%, 12%, 0%, -1%, -1%, 6%
28	O=C(NC(=S)Nc1ccccc1C(F)(F)F)c1ccccc1F
→ 1%, -4%[11.4 µM], 0%, 8%, -2%, i, 4%, 0%
29	CCc1ccc(-n2c(=O)c3sc4ccccc4c3n(CC(=O)NC3CCCC3)c2=O)cc1
→ 2%, x, -10%, x, -1%, x, x, 8%
30	CC(C)CNS(=O)(=O)c1ccc(CCC(=O)N2CCCC2)cc1
→ 3%, -2%, -3%, 4%, -4%, -11%, 7%, 6%
31	Fc1ccccc1CN1CCCCCCC1
→ -2%, x, 0%, -11%, 0%, 15%, -3%, -3%
32	Cc1nnc(SCC(=O)Nc2ccc(N3CCOCC3)cc2)n1-c1ccccc1
→ -12%, -2%, -2%, -5%, -5%, -11%, -7%, -1%
33	Cc1cccc(CSc2nnc(-c3ccco3)n2C)c1
→ -14%, -14%, 0%, 8%, -2%, 4%, 3%, -3%
34	O=C1C(=O)N(c2ccc(O)cc2)C(c2ccccc2[N+](=O)[O-])/C1=C(\O)c1ccccc1 (centres undefined)
→ u, 1%, -8%, -4%, -3%, 3%, -30%, -5%
35	Cn1c(=O)c2c(nc(SCc3ccccn3)n2C)n(C)c1=O
→ 1%, 6%, -2%, 1%, 0%, -6%, 3%, 2%
36	COC(=O)N/N=C/c1cn(CC(C)COc2ccccc2)c2ccccc12 (centres undefined)
→ u, -12%, u, 10%, -6%, 0%, 3%, 1%
37	CC(CC(=O)N1CCN(c2ccc(C(F)(F)F)cn2)CC1)n1ccnc1 (centres undefined)
→ -6%, 36%[activator], -3%, 8%, 1%, i, u, -4%
38	Cc1ccc(-n2nnc3c(=O)n(CC(=O)N4CCOCC4)cnc32)cc1
→ 2%, -8%, -3%, 6%, -2%, -2%, -6%, -22%
39	CN1CC(=O)NC1=NC(=O)c1ccc(Cl)c(S(=O)(=O)N2CCCCCC2)c1
→ -7%, 3%, 2%, 18%, -2%, i, 6%, 2%
40	CCOC(=O)C1=C(c2ccccc2)OC(N)=C(C#N)C1c1ccco1 (centres undefined)
→ -7%, -2%, -2%, 3%, -3%, i, -6%, -4%
41	COc1ccc(-n2nc3c(c2NC(=O)C(=O)NCc2ccccc2)CSC3)cc1
→ u, x, -9%, x, 0%, x, x, 4%
42	N#CCN1C(=S)N=C(Nc2cccc(Cl)c2)C12CCCCC2
→ 3%, -15%, 10%, -10%, -6%, 2%, 4%, -5%
43	COC(=O)c1cccc2c1-c1ccccc1/C2=N/O
→ -6%, x, u, -4%, -7%, i, -19%, 0%
44	CCN(CCNC(=O)C1CCN(S(=O)(=O)c2cccc3cccnc23)CC1)c1ccccc1
→ 4%, u, 3%, -50%, -1%, -12%, 12%, -13%
45	Cn1ccnc1SCC(=O)Nc1ccc2c(c1)OC(F)(F)O2
→ -6%, -6%, -6%, 7%, -1%, i, -12%, -4%
46	O=C(NCc1ccccc1)N1CCN(c2ccccc2F)CC1
→ -5%, -3%, 11%, -4%, 4%, -4%, 5%, 4%
47	O=C(Cn1nc(CNc2ccc(Cl)cc2)[n+]2c1CCCCC2)c1ccccc1
→ -12%, 9%, 14%, 1%, -19%, -2%, 7%, 8%
48	CCC1C(C#N)=C(SC)NC2=C1C(=O)CC(C)(C)C2 (centres undefined)
→ 9%, 10%, 10%, 2%, 3%, i, -7%, 5%
49	CC1CCCCN1CCn1c(=S)[nH]c2ncccc2c1=O (centres undefined)
→ -19%, -4%, -9%, 6%, -5%, i, -9%, 7%
50	O=C(CN1C(=O)C2C3CC(C(Br)C3Br)C2C1=O)N1CCOCC1 (centres undefined)
→ 3%, 0%, 4%, 9%, -2%, -3%, 6%, -7%
51	Cc1ccc(S(=O)(=O)N2CCN(Cc3cc(Br)ccc3O)CC2)cc1
→ -4%, x, -10%, x, u, x, x, 3%
52	COc1cccc(-c2cc(C(=O)NCc3ccc(F)cc3)no2)c1
→ 4%, x, -6%, x, -5%, x, x, 4%
53	O=C(CSc1nc2c([nH]c3ccccc32)c(=O)n1-c1ccccc1)Nc1ccccc1F
→ 8%, x, -9%, x, 0%, x, x, -7%
54	CCn1c(SCC(=O)N2CCCCC2)nnc1-c1ccc(S(=O)(=O)N2CCN(C)CC2)cc1
→ -2%, x, 1%, 8%, -2%, -7%, u, -5%
55	COc1ccc(N2C3=[N+](CCCC3)CC2(C)O)cc1 (centres undefined)
→ -6%, x, 5%, 6%, 1%, i, 1%, 2%
56	COCCNc1ncnc2c1cnn2-c1cc(Cl)ccc1C
→ 8%, x, 1%, x, 0%, x, x, -1%
57	O=C(c1cccc(S(=O)(=O)N2CCCCC2)c1)N1CCOCC1
→ -2%, -1%, -1%, -5%, 0%, -3%, 2%, 7%
58	Cc1ccc(-c2c(C#N)c(N)n(-c3ccccc3)c(=O)c2C#N)cc1
→ -1%, 0%, -5%, 3%, -1%, 9%, -4%, -12%
59	CC1=NN(c2ccccc2)C(=O)/C1=C\C=C\c1ccccc1
→ 28µM*, -8%, u, 5%, 1%, -3%, -13%, -7%
60	CCOc1ccc(OCc2ccc(C(=O)NN)o2)cc1
→ u, 9%, 8%, -19%, -1%, -10%, 5%, 6%
